High-throughput results: PubChem BioAssay, Johns Hopkins Ion Channel Center
TRPC6 activator = activates the mouse TRPC6 cation channel; Q61143; B-score at 10 µM; HEK293-TRPC6 membrane potential dye fluorescence; stronger effect = higher value; 310,000 tested, 0.13% active; AID 2550;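 active = B-score of the integrated fluorescence ratio above library mean plus 3 SD, and starting fluorescence ratio within library mean plus 5 SD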;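 also: higher score means more depolarization so channel activation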
ANO1 activ = activates or potentiates the mouse TMEM16A chloride channel; Q8BHY3; HEK293 TMEM16A/YFP-H148Q/I152L, iodide quench fluorescence; stronger effect = lower value; 340,000 tested, 0.3% active; AID 623877; B-score at 10 µM;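 active = fluorescence-ratio B-score plate-corrected deviation score at least 3 library SD below zero, with starting fluorescence score within 5 deviations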;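 also: channel opened by trigger with iodide after compound preincubation; score built on the fluorescence ratio of max minus min over baseline; more negative score means more quench and so TMEM16A activation or potentiation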
Target sequence (Q8BHY3 whole entry, looked up): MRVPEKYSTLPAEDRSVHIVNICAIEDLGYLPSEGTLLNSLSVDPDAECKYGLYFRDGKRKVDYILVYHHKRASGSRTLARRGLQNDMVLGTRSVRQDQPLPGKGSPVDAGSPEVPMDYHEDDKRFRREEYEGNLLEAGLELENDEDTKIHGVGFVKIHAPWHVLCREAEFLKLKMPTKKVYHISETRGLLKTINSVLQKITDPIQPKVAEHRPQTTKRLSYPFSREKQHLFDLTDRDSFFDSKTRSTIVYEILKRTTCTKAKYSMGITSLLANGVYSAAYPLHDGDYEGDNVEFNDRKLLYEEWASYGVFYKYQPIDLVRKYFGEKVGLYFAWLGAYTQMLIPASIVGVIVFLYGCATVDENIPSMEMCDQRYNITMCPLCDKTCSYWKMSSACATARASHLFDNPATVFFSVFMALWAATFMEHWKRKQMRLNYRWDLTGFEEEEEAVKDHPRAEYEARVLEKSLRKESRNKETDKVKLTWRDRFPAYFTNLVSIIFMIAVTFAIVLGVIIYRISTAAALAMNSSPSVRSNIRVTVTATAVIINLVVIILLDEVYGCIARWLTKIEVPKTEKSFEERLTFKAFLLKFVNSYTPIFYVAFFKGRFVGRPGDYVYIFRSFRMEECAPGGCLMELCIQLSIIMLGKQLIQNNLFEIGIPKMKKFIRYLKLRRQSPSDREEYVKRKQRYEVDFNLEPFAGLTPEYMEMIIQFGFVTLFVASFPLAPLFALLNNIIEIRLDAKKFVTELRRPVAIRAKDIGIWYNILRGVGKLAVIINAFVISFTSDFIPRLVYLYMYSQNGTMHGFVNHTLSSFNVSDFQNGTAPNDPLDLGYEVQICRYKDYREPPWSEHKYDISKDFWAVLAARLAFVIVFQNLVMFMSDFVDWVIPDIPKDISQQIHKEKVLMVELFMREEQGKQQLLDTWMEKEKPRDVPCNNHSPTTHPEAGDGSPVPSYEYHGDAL
TRPC4 inh = TRPC4 (mouse) channel inhibition. Q9QUQ5. HEK293 TRPC4beta/mu-opioid, DAMGO-evoked Fluo4 calcium flux; stronger effect = lower value. B-score at 10 µM. 300,000 tested, 0.39% active;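 active = B-score over 3 SD under the library average, no early fluorescence shift, positive overall ratio signal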
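Assay system – HEK293 line stably carrying TRPC4beta and mu-opioid receptor · Doses – single dose · Detection – Fluo4 calcium-dye fluorescence, kinetic read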
TRPC4 act = activators of mouse TRPC4 channel | B-score at 10 µM | Q9QUQ5 | HEK293 TRPC4beta/mu-opioid, Fluo4 calcium fluorescence; stronger effect = higher value | 310,000 tested, 0.49% active;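 active = B-score above 5 SD of library B-scores, and initial fluorescence ratio not above library mean plus 5 SD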;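 also: positive B-score marks a calcium rise read as TRPC4 activation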
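Assay system – TRPC4beta and mu-opioid receptor HEK293 stable cells · Measured by – Fluo4 fluorescence, kinetic · Schedule – dye loading 45 min room temperature, 110 s kinetic read · Read-out – B-scored integrated calcium fluorescence ratio · Controls – buffer and maximal DAMGO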
MrgX1 ag = agonists of human MrgX1 receptor | Q96LB2 | MrgX1-HEK293 cells, Fluo-4 calcium fluorescence, agonist mode; stronger effect = higher value | B-score at 10 µM | 310,000 tested, 0.44% active | AID 588627;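 active = calcium response B-score plate-corrected fluorescence ratio at least 3 library SD, with starting fluorescence B-score inside 5 SD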
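System: HEK293 cells stably expressing human MrgX1 receptor; Dosing: test compound in the initial addition of three; Schedule: overnight plating, then 30 min 37 °C plus 30 min room-temperature dye loading; Detection: kinetic calcium dye fluorescence, Fluo-4 NW; Controls: per-plate positive and negative controls for Z′ factor.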
RGS4 inh = human RGS4 inhibition | P49798 | HEK293 M3R/RGS4 inducible, Fluo-4 calcium flux; stronger effect = higher value; triggered by carbachol at its EC20 | B-score at 10 µM | 310,000 tested, 0.45% active;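 active = B-score, a plate-corrected calcium signal, over three deviations above library mean, with baseline fluorescence within five deviations of library mean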;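 also: RGS4 expression induced by doxycycline in cells with stable M3 receptor; B-score is computed from the integrated fluorescence ratio over baseline after carbachol; higher B-score means a larger calcium signal and so more RGS4 inhibition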
MrgX1 antag = antagonists of human MrgX1 receptor; Q96LB2; MRGX1-HEK293 calcium flux, Fluo-4, BAM8-22 antagonism; stronger effect = lower value; B-score at 10 µM; 310,000 tested, 1.3% active; AID 588676;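 active = calcium-response B-score plate-corrected more than 3 library SD below zero, starting fluorescence within 5 deviations, no agonist response on first addition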;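 also: peak minus trough fluorescence over baseline after final BAM8-22 challenge near maximal dose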
ANO1 block = blocks the mouse calcium-activated chloride channel TMEM16A; normalized B-score (activity score, 25-100; higher = stronger inhibition) at 10 µM; AID 588511; 310,000 tested, 1.2% active; HEK293 TMEM16A/YFP iodide influx fluorescence, ionomycin; Q8BHY3;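 active = ratio plate-corrected score three or more library SD toward inhibition, starting fluorescence score within five deviations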;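 also: score derived from kinetic fluorescence span divided by baseline fluorescence per well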
TRPC6 inh = blocks the mouse TRPC6 cation channel. Q61143. B-score at 10 µM. 310,000 tested, 1.1% active. AID 2553. HEK293-TRPC6, membrane potential dye, ACh-evoked depolarization; stronger effect = lower value;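 active = B-score under library mean minus 3 SD, initial fluorescence not abnormally high, positive integrated signal ratio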;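 also: B-score derived from integrated fluorescence ratio over the kinetic read; more negative B-score means stronger inhibition of depolarization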
MrgX1 allo act = human MrgX1 positive allosteric modulation, primary screen; B-score at 10 µM; MrgX1-HEK293, Fluo-4 calcium flux, FDSS; stronger effect = higher value; 310,000 tested, 0.63% active; Q96LB2;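 active = plate-corrected calcium response at least 3 library SD above typical, normal starting fluorescence, not activating the receptor alone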;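 also: compound read alongside a low EC10 to EC30 dose of BAM8-22 agonist; peak minus trough fluorescence over baseline measured at the second addition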
TRPC4 PAM = TRPC4 (mouse) allosteric potentiation; Q9QUQ5; HEK293 TRPC4beta/mu-opioid, DAMGO EC20, Fluo-4 Ca2+ flux; stronger effect = higher value; B-score at 10 µM; 310,000 tested, 0.42% active;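 active = B-score of calcium response area above 5 SD of library B-scores, with initial fluorescence ratio within 5 SD of library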;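 also: B-score of integrated fluorescence ratio over time as area under calcium response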
Starred values were filed as active, the others as inactive; i = inactive; nt = no result given. No enrichment for hits; about 5.8% have a hit in one of these screens.

SMILES	TRPC6 activator	ANO1 activ	TRPC4 inh	TRPC4 act	MrgX1 ag	RGS4 inh	MrgX1 antag	ANO1 block	TRPC6 inh	MrgX1 allo act	TRPC4 PAM
O=C(NCc1ccc(Cl)cc1)c1ccc(-c2ccccc2C(F)(F)F)o1	i	i	i	i	i	i	i	i	i	i	i
CN(C)/C=C/c1onc(-c2c(Cl)cccc2Cl)c1C#N	i	i	i	i	i	i	i	i	i	i	i
CSc1ccc(C(=O)N2CCC(CCC(=O)NCc3ccc(F)cc3)CC2)cc1	i	i	i	i	nt	i	nt	nt	i	nt	i
Cc1ccc(C)c(NC(=O)CN(C)C(=O)c2ccc3[nH]c4c(c3c2)CC(C)CC4)c1 (stereo not given)	i	i	i	i	i	i	i	i	i	i	i
FC(F)(F)c1nc2cc3nc4ccccc4[nH]c3cc2n1	i	i	i	i	i	i	i	i	i	i	i
OCCNc1nc(NCCC2=CCCCC2)nc(N2CCOCC2)n1	i	i	i	i	i	i	i	i	i	i	i
Cc1cc(SCc2ccc(Cl)cc2)nc(=O)[nH]1	i	i	i	i	i	i	i	i	i	i	i
Cc1ccc(OCC(=O)OCC(=O)c2c(N)n(C)c(=O)n(C)c2=O)cc1C	i	i	i	i	i	i	i	i	i	i	i
COCCCNC(=O)CSc1nc2ccc(N3CCOCC3)cc2c(=O)n1CCc1ccccc1	i	i	i	i	i	i	i	i	i	i	i
CCC(CC)NC(=O)Cc1ccc(S(=O)(=O)N2CCOCC2)s1	i	i	i	i	i	i	i	i	i	i	i
Cc1cc(-c2ccccc2)nc2cc(C(=O)NCc3ccco3)nn12	i	i	i	i	i	i	i	i	i	i	i
Cn1nnnc1SCC(=O)NNC(=O)c1ccc(F)cc1	i	i	i	i	i	i	i	i	i	i	i
COc1ccc2nc(NC(=O)CS(=O)(=O)c3ccc(C)cc3)sc2c1	i	i	i	i	i	i	i	i	i	i	i
CCN(CC)S(=O)(=O)c1ccc(NC2c3ccccc3C(=O)N2Cc2ccco2)cc1 (stereo not given)	i	i	i	i	i	i	i	i	i	i	i
COc1ccc(CCNC(=O)Nc2ccc3c(c2)OCO3)cc1OC	i	i	i	i	i	i	i	i	i	i	i
CC(=O)Nc1ccc(S(=O)(=O)Oc2ccc(C(=S)N3CCC(O)CC3)cc2)cc1	i	i	i	i	i	i	i	i	i	i	i
O=C(CC1CCCCC1)Nc1nc2ccccc2s1	i	i	i	i	i	i	i	i	i	i	i
CCc1[nH]nc(C(=O)N2CCCC(Nc3cccc(F)c3)C2)c1C (stereo not given)	i	i	i	i	i	i	i	i	i	i	i
N#C/C(=C\Nc1ccccc1SC(F)(F)F)c1nc(-c2ccc(F)cc2)cs1	i	i	i	i	i	i	i	i	i	i	i
COc1cccc(/C=N/NC(=S)Nc2cccnc2)c1	i	i	i	i	i	i	i	i	i	i	i
COc1ccc(N2CCN(C(=O)CCCC3=NS(=O)(=O)c4ccccc4N3)CC2)cc1	i	i	i	i	i	i	i	i	i	i	i
COc1ccc(-c2cc(NC(=O)c3cncn3-c3ccccc3)ccc2OC)cc1	i	i	i	i	i	i	i	i	i	i	i
O=C1C[C@@H](c2ccc(O[C@@H]3O[C@H](CO)[C@@H](O)[C@H](O)[C@H]3O)cc2)Oc2cc(O)ccc21	i	i	i	i	i	i	i	i	i	i	i
COc1ccc(C2C3=C(CC(C)(C)CC3=O)Nc3nc(C)nn32)cc1OC (stereo not given)	i	i	i	i	i	i	i	i	i	i	i
CC(C)(C)c1cc(NC(=O)Nc2ccc(Cl)cc2Cl)no1	i	i	i	i	i	i	i	i	i	i	i

(next part)
SMILES	TRPC6 activator	ANO1 activ	TRPC4 inh	TRPC4 act	MrgX1 ag	RGS4 inh	MrgX1 antag	ANO1 block	TRPC6 inh	MrgX1 allo act	TRPC4 PAM
O=C(C1CCN(S(=O)(=O)c2ccc(Cl)cc2)CC1)N1CCCC1	i	i	i	i	i	i	i	i	i	i	i
CCC(C)C(NC(=O)c1ccccc1NC(=O)c1ccco1)C(=O)NC1CCCCC1 (stereo not given)	i	i	i	i	i	i	i	i	i	i	i
CCCCOc1ccc(/C=N/NC(=S)Nc2cccc(C)c2C)cc1	i	i	i	i	i	i	i	i	i	i	i
CN(Cc1ccc(F)cc1)C(=O)CNC(=O)c1ccc2c(c1)OCO2	i	i	i	i	i	i	i	i	i	i	i
CC(=O)O[C@@H]1[C@@H](OC(C)=O)[C@H](n2ccc3cc([N+](=O)[O-])ccc32)OC[C@@H]1OC(C)=O	i	i	i	i	i	i	i	i	i	i	i
CCOC(=O)N1CCN(Cc2nc(-c3cccc(Cl)c3)no2)CC1	i	i	i	i	i	i	i	i	i	i	i
COc1cccc(CN(C)C(c2ccccc2)c2ccccc2)c1OC	i	i	i	i	i	i	i	i	i	i	i
O=C(N/N=C/c1ccc([N+](=O)[O-])s1)c1ccccc1Br	i	i	i	i	i	i	-5.31*	i	i	i	i
O=C1CN(C(=O)COC(=O)CNC(=O)c2ccc(Br)o2)c2ccccc2N1	i	i	i	i	i	i	i	i	i	i	i
O=C1NN(c2ccc(F)c(Cl)c2)C(=O)/C1=C\c1cccc(OC(=O)c2cccs2)c1	i	i	i	i	26.9*	17.5*	i	i	i	i	i
COc1cc(-c2nc(Cc3ccccc3Cl)no2)cc(OC)c1OC	i	i	i	i	i	i	i	i	i	i	i
CCN1CCN(C(=O)C2c3cc(OC)c(OC)cc3C(=O)N3CCc4ccccc4C23)CC1 (stereo not given)	i	i	i	i	i	i	i	i	i	i	i
CCc1ccc(NC(=O)c2[nH]c(C)c(C(C)=O)c2C)cc1	i	i	i	i	i	i	i	i	i	i	i
Cc1noc(C)c1C(=O)NCc1ccccc1	i	i	i	i	i	i	i	i	i	i	i
Cc1nc(P(=O)(c2ccccc2)c2ccccc2)c(N2CCOCC2)o1	i	i	i	i	i	i	i	i	i	i	i
COC(=O)c1scc(C#N)c1N/N=C(\C#N)S(=O)(=O)c1ccc(Cl)cc1	i	i	i	i	i	i	i	25*	i	i	i
Cc1cc(=O)oc2cc(OCC(=O)N3CCC(C(N)=O)CC3)ccc12	i	i	i	i	i	i	i	i	i	i	i
CCC(Sc1ccccc1C(=O)O)C(=O)O (stereo not given)	i	i	i	i	i	i	i	i	i	i	i
Cc1ccc(S(=O)(=O)NCc2cccnc2)cc1	i	i	i	i	i	i	i	i	i	i	i
Cc1ccc(CN2CCN(Cc3ccccc3-c3ccco3)CC2CCO)o1 (stereo not given)	i	i	i	i	i	i	i	i	i	i	i
CCc1cc(C(=O)Cc2cnn(-c3ccccc3)c2)c(O)cc1O	i	i	i	i	i	i	i	i	i	i	i
Cc1ccc(C(=O)NCC2CCCO2)cc1[N+](=O)[O-] (stereo not given)	i	i	i	i	i	i	i	i	i	i	i
Cc1ccc(S(=O)(=O)N(C)CC(=O)O/N=C(\N)c2cccnc2)cc1	i	i	i	i	i	i	i	i	i	i	i
COC(=O)c1ccc(Cl)c(NC(=O)CN2CCC(C)CC2)c1	i	i	i	i	i	i	i	i	i	i	i
Cn1nc(-c2ccc(Cl)cc2)c2cc(C(=O)NCc3ccco3)sc21	i	i	i	i	i	i	i	i	i	i	i

Further compounds.
SMILES	TRPC6 activator	ANO1 activ	TRPC4 inh	TRPC4 act	MrgX1 ag	RGS4 inh	MrgX1 antag	ANO1 block	TRPC6 inh	MrgX1 allo act	TRPC4 PAM
Cc1cccc2c1cnn2C(=O)Nc1ccccc1Br	i	i	i	i	i	i	i	i	i	i	i
O=S(=O)(CCSc1nc2ccccc2s1)c1nc2ccccc2s1	i	i	i	i	i	i	i	i	i	i	i
Cc1ccc(S(=O)(=O)N2CCCCC2C(=O)N2CCN(Cc3ccccc3)CC2)cc1 (stereo not given)	i	i	i	i	i	i	i	i	i	i	i
COc1ccc(C(NC(=O)CNC(C)=O)C(=O)Nc2ccc3c(c2)OCCO3)cc1 (stereo not given)	i	i	i	i	i	i	i	i	i	i	i
CCC(=O)Nc1sc(Cc2ccccc2)c(C)c1C(N)=O	i	i	i	i	i	i	i	i	i	i	i
CCN1CCN(C(=O)CN(CC)S(=O)(=O)c2ccc(Cl)cc2)CC1	i	i	i	i	i	i	i	i	i	i	i
CCCSc1nsc(NC(=O)CC)n1	i	i	i	i	i	i	i	i	i	i	i
O=C(O)c1cc(O)c2c(c1)C(=O)c1cccc(O)c1C2=O	i	i	i	i	i	i	i	i	i	i	i
COCCn1cnc2c1c(=O)n(CC(=O)NCC(F)(F)F)c(=O)n2Cc1ccccc1	i	i	i	i	i	i	i	i	i	i	i
O=c1c(N2CCOCC2)nsn1Cc1ccccc1	i	i	i	i	i	i	i	i	i	i	i
O=C(COc1ccc2c3c(c(=O)oc2c1)CCC3)c1ccc2c(c1)OCO2	i	i	i	i	i	i	i	i	i	i	i
COc1ccccc1NC(=O)C1=C(C)Nc2nnnn2C1c1ccccn1 (stereo not given)	i	i	i	i	i	i	i	i	i	i	i
CCOC(=O)C1CCN(C(=O)c2cc3c(s2)-c2ccccc2OC3)CC1	i	i	i	i	i	i	i	i	i	i	i
C=CCNc1cnn(-c2ccccc2)c(=O)c1Cl	i	i	i	i	i	i	i	i	i	i	i
O=C(CSc1n[nH]c(-c2cccnc2)n1)OC1CCCCC1	i	i	i	i	i	i	i	i	i	i	i
CCN(Cc1ccc(C#CCCO)cc1)CC1CCCN(CCc2cccc(OC)c2)C1 (stereo not given)	i	i	i	i	i	i	i	i	i	i	i
COc1cccc(-n2cc3c(c2-c2ccccc2)c(=O)n(C)c(=O)n3C)c1	i	i	i	i	i	i	i	i	i	i	i
COc1ccc(N2CCN(CC(=O)Nc3ccc(-n4cnnn4)cc3)CC2)cc1	i	i	i	i	i	i	i	i	i	i	i
O=C(O)/C(=C\c1ccco1)NC(=O)c1ccc(Br)o1	i	i	i	i	i	i	i	i	i	i	i
COC(=O)c1nnn(-c2nonc2N)c1CSc1nnc(N)s1	i	i	i	i	i	i	i	i	i	i	i
COc1ccc(CNC(=O)COc2ccc([N+](=O)[O-])cc2)cc1	i	i	i	i	i	i	i	i	i	i	i
O=C(NC(Cc1ccccc1)C(=O)O)/C(=C\c1ccco1)NC(=O)c1ccc(Br)cc1 (stereo not given)	i	i	i	i	i	i	i	i	i	i	i
